High-throughput results from PubChem BioAssay.
NCOA1 inh: SRC1 coactivator transcriptional activity inhibitors, primary screen, cell-based, luminescence; Nuclear receptor coactivator 1 (Homo sapiens), Q15788; HEK293 GAL4-SRC1 luciferase reporter; inhibition, % at 3.6 µM; 0.12% of 360,000 active;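 active = inhibition above the campaign mean plus 3 SD, with each screening campaign given its own cutoff, cut at about 60% in these data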;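 note: 0% = DMSO treated cells and 100% = gossypol at 36 µM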
Granule exo inh: LAMP-1 surface exposure blockers, TALL-104 cells – cell-based, flow cytometry, MLPCN library, primary screen; AID 651702, 2012; TALL-104 LAMP-1 surface exposure; cells stimulated with thapsigargin and PMA; inhibition, % at 10 µM; 0.66% of 360,000 active;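 active = inhibition above about 55%, limit read from the data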
NCOA2 inhibitor: inhibition of GAL4-SRC2 driven luciferase reporter, primary screen, SRC2 inhibitor project, cell-based, luminescence | HEK293 GAL4-SRC2 luciferase reporter | inhibition, % at 9 µM | 0.17% of 370,000 active;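 active = inhibition above the mean inhibition of all tested compounds plus 3 SD, set per campaign, cut at about 52% in these data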;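 note: 0% = DMSO treated cells and 100% = cells given Gossypol at 36 µM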
ABHD5 PLIN5 PPI: ABHD5-PLIN5 interaction inhibitors, primary screen, cell lysate, split luciferase complementation, luminescence; AID 602281, 2012; Perilipin-5 (Homo sapiens) + 1-acylglycerol-3-phosphate O-acyltransferase ABHD5 (Homo …; inhibition, % at 4 µM; Split G. princeps luciferase complementation, 4 h; 0.78% of 360,000 active;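 active = inhibition above the mean inhibition across every tested compound plus 3 SD, cut at about 22% in these data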;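 note: 0% = DMSO only wells and the 100% control is not disclosed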
NCOA3 inh: SRC3 coactivator transcriptional activity inhibitors, primary screen, cell-based, luminescence. inhibition, % at 3.6 µM. AID 588352, 2011. 0.17% of 360,000 active. HEK293 GAL4-SRC3 luciferase reporter;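 active = inhibition above a per-campaign cutoff, the mean of all compounds plus 3 SD, cut at about 60% in these data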;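 note: 0% = DMSO-treated cells and 100% = gossypol-treated cells at 36 µM; higher means less SRC3-driven luciferase light from the GAL4 reporter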
TROY signal inh: inhibitors of TROY-driven NF-kB signaling, primary screen, Q293 LMP1-TROYcd cells, NF-kB luciferase, uHTS; Q293 LMP1-TROYcd NF-kB luciferase reporter, 4 h; inhibition, % at 10 µM; 0.98% of 360,000 active;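 active = compounds whose plate-normalised and pattern-corrected inhibition of the luciferase reporter signal at the single screening dose is 50% or more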
NOD2-RIPK2 inh: NOD2-RIPK2 binding disruptors in cells, primary screen, fluorescence, CHO cells, BLA complementation; CCF4 ratio; inhibition, % at 4.98 µM; 0.38% of 360,000 active; AID 624267, 2012; in the data active = inhibition above about 21%;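 note: 0% = vehicle only and 100% = reference blocker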
NR5A2 inv ag: LRH-1 (NR5A2) inverse agonists, primary screen, cell-based, luminescence, HEK293T, StAR-luciferase reporter. 0.13% of 360,000 active. Nuclear receptor subfamily 5 group A member 2 (Homo sapiens), O00482. LRH-1 transfected, 24 h. AID 602396, 2012. inhibition, % at 3.6 µM;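 active = inhibition above the mean inhibition of all tested compounds plus 3 SD, cut at about 73% in these data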;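 note: 0% = DMSO wells and 100% = reporter-only cells lacking LRH-1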
Target sequence (O00482 whole entry, looked up): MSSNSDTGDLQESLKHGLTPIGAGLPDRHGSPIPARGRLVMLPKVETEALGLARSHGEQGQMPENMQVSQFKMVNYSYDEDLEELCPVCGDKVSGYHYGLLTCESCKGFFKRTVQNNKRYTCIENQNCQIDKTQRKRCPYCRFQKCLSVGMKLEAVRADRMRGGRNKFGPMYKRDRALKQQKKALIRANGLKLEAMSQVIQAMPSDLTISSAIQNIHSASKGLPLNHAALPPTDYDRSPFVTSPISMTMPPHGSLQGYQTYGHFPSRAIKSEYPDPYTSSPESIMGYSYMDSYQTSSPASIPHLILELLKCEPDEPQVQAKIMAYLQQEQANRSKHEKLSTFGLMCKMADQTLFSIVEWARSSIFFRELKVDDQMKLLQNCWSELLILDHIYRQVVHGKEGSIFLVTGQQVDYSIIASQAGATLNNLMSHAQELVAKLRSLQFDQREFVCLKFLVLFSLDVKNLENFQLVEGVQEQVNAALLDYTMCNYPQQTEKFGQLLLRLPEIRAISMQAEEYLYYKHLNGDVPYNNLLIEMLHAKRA
TLR9-MyD88 block: inhibitors of TLR9-MyD88 association in cells, primary screen, cell-based, CHO, BLA complementation, fluorescence | Toll-like receptor 9 (Homo sapiens) + Myeloid differentiation primary response protein … | CCF4 FRET ratio | inhibition, % at 4.98 µM | 0.21% of 340,000 active | AID 504734, 2011;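 active = inhibition above the mean over all tested compounds plus 3 SD, cut at about 21% in these data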;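 note: 0% = DMSO only wells and 100% = clavulanate BLA inhibitor control wells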
TWEAK-Fn14 inh: inhibitors of TWEAK-Fn14 signaling, primary screen, luciferase reporter cells, uHTS | TWEAK-stimulated Fn14 reporter cells, luciferase luminescence, 8 h | inhibition, % at 10 µM | 2% of 360,000 active | AID 1159606, 2016; in the data active = inhibition above about 50%
COUP-TFII inh: NR2F2 transcriptional activity inhibitors, primary screen, cell-based, luciferase reporter, HEK293T, luminescence | COUP transcription factor 2 (Homo sapiens), P24468 | HEK293T NGFI-A luciferase reporter | inhibition, % at 8.6 µM | 0.7% of 370,000 active;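 active = inhibition above a per-plate cutoff, mean inhibition of test wells between control levels plus 3 SD, cut at about 38% in these data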;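 note: cells cotransfected with COUP-TFII expression vector driving the NGFI-A reporter; 0% = median of COUP-TF2 test wells and 100% = reporter-only cells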
Target sequence (P24468 whole entry, looked up): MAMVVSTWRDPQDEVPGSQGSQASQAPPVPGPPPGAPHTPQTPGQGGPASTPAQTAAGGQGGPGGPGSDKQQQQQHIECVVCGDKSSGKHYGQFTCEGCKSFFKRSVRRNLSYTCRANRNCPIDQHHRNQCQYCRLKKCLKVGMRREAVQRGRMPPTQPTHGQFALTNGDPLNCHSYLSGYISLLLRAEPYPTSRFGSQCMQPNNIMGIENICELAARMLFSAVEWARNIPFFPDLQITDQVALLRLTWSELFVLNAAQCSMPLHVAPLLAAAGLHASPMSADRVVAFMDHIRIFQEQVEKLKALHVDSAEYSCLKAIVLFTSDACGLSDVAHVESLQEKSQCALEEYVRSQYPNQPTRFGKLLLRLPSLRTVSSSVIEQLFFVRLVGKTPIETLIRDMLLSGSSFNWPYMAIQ
* = called active by the depositor; . = no result given.

SMILES	NCOA1 inh	Granule exo inh	NCOA2 inhibitor	ABHD5 PLIN5 PPI	NCOA3 inh	TROY signal inh	NOD2-RIPK2 inh	NR5A2 inv ag	TLR9-MyD88 block	TWEAK-Fn14 inh	COUP-TFII inh
S=c1[nH]nc(-c2ccccc2)o1	13	-2	-11	1	15	-13	-13	-2	0	-10	-3
CN1CCCCC1(C)C(=O)NCc1cc(Cl)ccc1F (stereo unspecified)	1	0	-10	8	3	-6	6	1	.	16	1
Cc1c(NC(=O)c2cccc(S(=O)(=O)N(C)c3ccccc3)c2)c(=O)n(-c2ccccc2)n1C	10	0	20	5	5	-2	-2	14	-7	5	-4
Cc1ccc(NS(=O)(=O)c2ccc(C3CCCCC3)cc2)cc1	7	-1	14	-14	15	6	-5	5	8	19	12
O=C(CSc1nnc(Cc2ccccc2)o1)NC1CC2CCC1C2 (stereo unspecified)	-4	-2	7	-4	13	-9	-8	10	-5	-8	-4
CCNC(=O)C1(C)CCN(C(=O)c2cccc(Cl)c2)C1 (stereo unspecified)	4	1	8	-2	-8	4	-8	-1	.	16	-17
COC(=O)c1ccccc1NC(=O)COC(=O)CO/N=C(\C)c1ccc2c(c1)OCO2	1	-1	-9	-4	-1	-4	4	-8	-5	-4	-5
Clc1cccc(NCc2nnc3n2CCCCC3)c1	-13	1	-12	-4	15	11	6	-10	-1	-3	-1
CC(C)(C)NC(=O)c1ccc2c(c1)N(CC(=O)N1CCCC1)C(=O)C(C)(C)O2	-19	7	-5	6	3	-6	9	0	1	10	3
CC(NC(=O)c1ccc(OC2CCN(C(=O)c3cccnc3)CC2)cc1)C1CC1 (stereo unspecified)	3	-3	-14	2	-1	25	-12	1	-6	0	2
O=C(NC1CC2CCCC(C1)N2Cc1ccc(F)cc1)c1ccc(F)cc1 (stereo unspecified)	-57	8	16	-5	12	8	0	1	0	22	-4
Cc1ccc(CNC(=O)C2CCN(S(=O)(=O)c3c(C)noc3/C=C/c3ccco3)CC2)cc1	-2	1	14	20	5	15	-1	1	1	17	-19
Cc1ccc(CN2C(=O)C[C@@H](NC(=O)OCC3c4ccccc4-c4ccccc43)C/C=C\C2c2ccc(C)cc2)cc1 (stereo partly specified)	2	4	12	-8	-6	-1	-10	-14	0	18	4
CCOC(=O)/C=C1\SCC(=O)N1CC(=O)Nc1cccc(F)c1	-16	1	3	3	7	-21	-2	1	4	-16	-6
Cc1cc(C)n(-c2nc3ccccc3c(=O)n2OCC(=O)OCc2ccccc2)n1	-3	-1	-1	1	-13	-1	-3	-23	-9	-16	-5
COCCCN(C(=O)Cc1csc(-c2cccc(Cl)c2)n1)c1c(N)n(Cc2ccccc2)c(=O)[nH]c1=O	-13	-7	-29	8	-7	-25	-7	-5	-4	-23	-11
CC1CCN(CC(=O)Nc2cccc([N+](=O)[O-])c2)CC1	-7	6	.	8	5	1	2	29	-3	-8	.
O=C(N/N=C/C1=C(N2CCOCC2)C(=C\c2ccccc2)/CC1)Nc1ccccc1	-3	-7	-13	2	-8	-15	14	1	-8	-5	-13
Cc1cc(C)c(C)c(S(=O)(=O)NCC(=O)NCc2ccco2)c1C	8	1	10	-2	21	5	1	-8	9	0	8
O=C(COC(=O)CCc1nc2ccccc2c(=O)[nH]1)Nc1ccccc1Cl	-20	-4	-17	-3	-24	6	-1	-5	5	16	7

No new results follow: an excerpt of the list.
SMILES	NCOA1 inh	Granule exo inh	NCOA2 inhibitor	ABHD5 PLIN5 PPI	NCOA3 inh	TROY signal inh	NOD2-RIPK2 inh	NR5A2 inv ag	TLR9-MyD88 block	TWEAK-Fn14 inh	COUP-TFII inh
S=c1[nH]nc(-c2ccccc2)o1	13	-2	-11	1	15	-13	-13	-2	0	-10	-3
CN1CCCCC1(C)C(=O)NCc1cc(Cl)ccc1F (stereo unspecified)	1	0	-10	8	3	-6	6	1	.	16	1
Cc1c(NC(=O)c2cccc(S(=O)(=O)N(C)c3ccccc3)c2)c(=O)n(-c2ccccc2)n1C	10	0	20	5	5	-2	-2	14	-7	5	-4

Additional compounds
SMILES	NCOA1 inh	Granule exo inh	NCOA2 inhibitor	ABHD5 PLIN5 PPI	NCOA3 inh	TROY signal inh	NOD2-RIPK2 inh	NR5A2 inv ag	TLR9-MyD88 block	TWEAK-Fn14 inh	COUP-TFII inh
Cc1c(NC(=O)CCC(=O)N2CCCCC2)c(=O)n(-c2ccccc2)n1C	-2	-3	-15	-3	5	-3	-10	-26	-1	11	0
Nc1nccc(NCCSCc2ccccc2)n1	16	-1	11	7	-11	10	-5	13	-1	11	2
O=c1[nH]ncc(N2CCCC2)c1Cl	0	-4	-16	-8	2	0	-8	-8	5	-3	18
Cc1cc(C)n(CC(=O)N/N=C/c2ccccn2)n1	3	-3	-5	-1	20	-9	-5	31	-5	4	-14
Cc1ccc(CC(=O)N2CCN(C(=O)c3ccco3)CC2)cc1	11	3	-4	0	-3	-8	1	7	-8	2	4
CC(C)(C)c1ccc(S(=O)(=O)N2CCNC(=O)C2)cc1	4	-2	-16	-2	-2	-16	0	-7	-3	-12	-7
COc1ccccc1-c1nnc(SCC(=O)NC2CCCCC2)o1	-1	-1	-9	2	6	1	3	-10	-1	14	23
CN1CCN(C(=S)c2ccc(Cl)cc2)CC1	-1	-2	3	5	-1	-2	-18	-25	4	9	-8
Cn1cnnc1SCC(=O)Nc1cccc(C(=O)O)c1	-18	4	-7	2	6	-2	-2	-3	0	-11	0
COc1cccc(NC(=O)CN(C)CC(=O)c2c(N)n(Cc3ccccc3)c(=O)n(C)c2=O)c1	-14	-10	-6	2	-37	-9	-4	12	2	15	3
CCOc1ccc(CCNC(=O)CCC(=O)c2cccs2)cc1OCC	-8	0	16	-4	-6	-5	-7	-4	3	-4	19
CCN(CC)S(=O)(=O)c1cccc(C(=O)Nc2cccnc2)c1	-10	4	12	1	7	4	5	-2	3	9	5
Cc1[nH]c(=S)c(C#N)c(-c2ccco2)c1C(=O)N(C)C	-13	1	3	-3	10	-26	-13	15	3	4	17
O=C(NCCCn1ccnc1)c1cn(Cc2ccc(F)cc2)nn1	0	-2	12	1	2	10	7	12	-17	-10	3
O=C(OCCNC(=O)c1ccc2ccccc2n1)c1cccnc1	-19	1	-8	9	-6	-12	-2	-4	8	-15	-1
O=C1CC(Sc2ccc(Cl)cc2)C(=O)N1Cc1ccncc1 (stereo unspecified)	-9	-1	-13	3	21	14	-2	8	-9	10	12
O=C(O)[C@@H]1[C@@H]2C[C@@H]2CN1c1ncccc1[N+](=O)[O-]	-21	-1	16	-5	2	0	-1	-8	3	0	0
Cn1c(=O)c(=O)n(C)c2cc(N3CCCCC3)c(NS(=O)(=O)c3ccc([N+](=O)[O-])cc3)cc21	-1	-1	-4	2	-15	23	-6	6	-21	19	-8
CC(=O)Nc1ccc(NC(=O)C(C)Sc2n[nH]c(-c3ccc(C)cc3)n2)cc1 (stereo unspecified)	-5	-3	-12	7	22	-28	4	16	4	-8	-1
Cc1ccc2nc(C)c(Cl)c(=O)n2c1	6	-1	-4	1	2	-7	-2	-26	9	1	-9
Cc1sc2ncnc(OCC(=O)N3CCN(C(=O)c4ccco4)CC3)c2c1C	7	20	-1	15	7	-7	12	8	3	-28	2
O=C(O)CCCNc1ccc(S(=O)(=O)Nc2ccccc2C(=O)O)cc1C(=O)O	2	-2	-4	1	9	1	-1	29	-3	3	9
CCOc1ccc(S(=O)(=O)N2CCCC(C(=O)NC3CCCC3)C2)cc1 (stereo unspecified)	5	-7	12	-9	1	16	-1	1	-14	4	-7
Cc1cc(NC(=O)Nc2ccc(C)c(C)c2)no1	-21	-5	-32	0	-29	-59	-4	-87	8	1	-25
NC(=O)NCCC1=CCCCC1	2	0	-4	3	9	-4	-7	-10	1	-14	-6
O=C(NCc1cccc(C(F)(F)F)c1)c1csc([C@@H]2O[C@H](CO)[C@H](O)[C@H](O)[C@H]2O)n1	25	-6	-17	0	9	9	-5	6	.	23	-2
CS(=O)(=O)c1ccc2nc(NC(=O)c3cccc([N+](=O)[O-])c3)sc2c1	-65	7	-39	3	-87	-31	7	-33	-4	12	-31
CCc1ccc(-c2nc(CS(=O)CC(=O)NCCN3CCCCCC3)c(C)o2)cc1 (stereo unspecified)	-19	4	7	2	-9	18	-4	-22	-10	29	-4
Cc1nnc(C)c2c(C)n(-c3ccccc3N)c(C)c12	-15	-1	-4	3	-20	-1	2	14	4	-13	-27
O=C(CSc1nc2ccc([N+](=O)[O-])cc2[nH]1)c1ccc(Cl)cc1	8	5	-25	-5	-6	46	-1	13	6	15	9
CCCCCCN1CCN(C2CN(Cc3cn(Cc4cccc(Cl)c4)nn3)S(=O)(=O)C2)CC1 (stereo unspecified)	.	4	-9	10	.	-7	-5	7	.	22	-19
CC(=O)Nn1cnc2c(c1=O)C1(CCCCC1)Cc1ccccc1-2	3	-2	-9	5	-2	-13	4	-10	-11	-4	12
CN(C)/C=C/C(=O)c1nn(-c2ccc(F)cc2)ccc1=O	2	-1	-23	0	12	12	-2	-10	7	-5	-4
CCC(=O)NCc1nc2ccccc2n1Cc1ccccc1F	0	2	-7	0	-14	-4	0	8	-7	-5	-8
COc1cc(/C=N/NC(=O)c2csc3c2CCCC3)ccc1OCCN1CCOCC1	-26	6	-36	0	-25	13	-8	-10	4	2	-32
C[C@@H]1CCCCO[C@@H](CN(C)Cc2ccncc2)[C@@H](C)CN([C@H](C)CO)C(=O)c2cc(NC(=O)c3ccccc3)ccc2O1	-6	1	-11	-6	-3	4	-15	12	-8	11	-1
COc1ccccc1NC(=O)CCSc1nnc(-c2ccco2)o1	-9	4	-13	-4	0	16	-1	9	6	5	-1
Nc1nc(SCc2ccc(Cl)cc2Cl)n[nH]1	-20	4	-18	-6	-31	-15	-19	-36	4	-15	-12
CC(c1nc2ccccc2n1Cc1ccccc1)N1CCCCC1 (stereo unspecified)	-1	-4	1	-13	-5	8	6	10	-11	5	10
Clc1ccc(OCCOCCNCc2ccccc2)cc1Cl	14	52	-11	1	-21	-34	0	-11	1	-22	1
COc1cccc(C(=O)N(CN2CCCC2=O)c2cccc(Cl)c2)c1OC	-5	-2	17	1	5	-14	-6	1	2	-6	-7
Cc1cc(Nc2ccc(Cl)cc2)n(-c2ccccc2)n1	0	-19	-7	3	-2	-1	10	5	7	11	-8
COc1ccc(-c2c(C#N)cnc(C)c2C)c(O)c1OC	0	-4	-36	3	-5	2	-4	9	-8	9	-12
COc1ccccc1Cn1c(=S)[nH]c2cc(C(=O)N3CC(C)CC(C)C3)ccc2c1=O (stereo unspecified)	3	2	10	3	-17	30	-13	22	-6	-2	-8

An excerpt, so the mix of outcomes need not match the whole.
